Rab2A wt mod = modulators of GTP binding to Rab2A wildtype, primary screen, biochemical, dog, bead-based flow cytometry, multiplex | 0.19% of 190,000 active | Ras-related protein Rab-2A (Canis lupus familiaris), P61105 | AID 760, 2007 | GTP binding activity, % at 10 µM | GST-Rab2 wt beads, Bodipy-GTP binding;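 active = GTP binding activity at least 20 points away from 100%, either lowered or raised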;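 note: 0% = beads with excess unlabeled GTP and 100% = no-compound control corrected for plate trend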
Rac1 wt GTP bind = wildtype Rac1 GTP binding modulators, primary screen, biochemical, GST-Rac1 beads, flow cytometry, multiplex | Ras-related C3 botulinum toxin substrate 1 (Homo sapiens), P63000 | fluorescent GTP binding; actives lie on both sides; 0 = cold GTP competed, 100 = untreated | GTP binding activity (% of control), % at 10 µM | 0.27% of 190,000 active | AID 757, 2007;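 active = GTP binding activity at least 20 points away from the 100% control level, either lower or higher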
GSH bead fluor = compound fluorescence on glutathione beads, profiling panel, artefact control, biophysical, 488/530 nm, flow cytometry; GSH beads flow cytometry, compound fluorescence 488/530 nm; active compounds read high; fluorescence (KMESF) at 10 µM; 0.25% of 190,000 active; AID 1776, 2009; in the data active = fluorescence above about 89;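 note: glutathione beads carrying GST-tagged Bcl family fusion proteins plus one bare bead set; values are compound well signal with DMSO vehicle wells as background; inactives centre near 16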
Avidin fluor = green autofluorescence of compounds with avidin beads – biophysical, 488/530 nm, flow cytometry, artefact control, profiling panel. 0.38% of 220,000 active. fluorescence (KMESF) at 10 µM. compound fluorescence 488/530 nm; active compounds read high. AID 1775, 2009; in the data active = fluorescence above about 47; note: inactives centre near 10
Cdc42 wt GTP = modulators of GTP binding to wildtype Cdc42, primary screen, biochemical, multiplex bead flow cytometry, Bodipy-GTP | Cell division control protein 42 homolog (Homo sapiens), P60953 | GST-Cdc42 beads; actives lie on both sides | percent activity (GTP binding), % at 10 µM | 0.2% of 190,000 active | AID 761, 2007;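 active = percent activity GTP binding at least 20 points away from the 100% baseline, either down as inhibitor or up as activator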;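 note: median bead fluorescence of bound Bodipy-FL-GTP at 100 nM; 0% = excess unlabeled GTP control and 100% = no compound control; below 100% means less GTP binding so inhibitor and above means activator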
Target sequence (P60953 whole entry, looked up): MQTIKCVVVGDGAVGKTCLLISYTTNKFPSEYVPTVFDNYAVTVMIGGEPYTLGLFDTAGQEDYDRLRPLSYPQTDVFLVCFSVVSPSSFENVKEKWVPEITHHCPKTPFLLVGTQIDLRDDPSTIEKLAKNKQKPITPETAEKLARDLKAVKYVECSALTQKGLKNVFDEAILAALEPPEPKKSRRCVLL
Rab7 wt modul = modulators of GTP binding to Rab7, primary screen, biochemical, wildtype, multiplex bead flow cytometry | 0.055% of 190,000 active | GST-Rab7 beads, fluorescent GTP binding; actives lie on both sides; untreated = 100%, excess cold GTP = 0% | Rab7 GTPase wild type (dog), Bodipy-FL-GTP binding | GTP binding activity (percent of control), % at 10 µM;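 active = fluorescent GTP binding to Rab7 beads changed by at least 20 points from the 100% baseline, either direction, mostly lower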;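 note: median green fluorescence of bound Bodipy-FL-GTP per Rab7 bead population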
Rac1 mut GTP = GTP binding modulators of activated mutant Rac1, primary screen, biochemical, bead-based flow cytometry, multiplex, fluorescent GTP. GST-Rac1 activated beads; actives lie on both sides; 100% means binding = to untreated wells. 0.11% of 190,000 active. percent activity (GTP binding), % at 10 µM;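 active = GTP binding at least 20 percentage points away from the 100% baseline, in either direction, so actives lie on both sides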
Pf gamet viab = late stage P. falciparum gametocyte viability inhibitors, primary screen, ATP luminescence, HTS. P. falciparum stage V gametocytes, 24 h. inhibition, % at 10.9 µM. 0.065% of 150,000 active. AID 743093, 2013;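 active = inhibition above the mean plus 3 SD of compounds within the control limits, set per campaign, cut at about 38% in these data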;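 note: 0% = DMSO wells and 100% = medium only without gametocytes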
HRas wt GTP bind = modulators of GTP binding to HRas wildtype, primary screen, biochemical, bead-based flow cytometry, multiplex | GTPase HRas (Homo sapiens), P01112 | GTP binding activity, % at 10 µM | GST-Ras wt beads, Bodipy-FL-GTP binding; actives lie on both sides | 0.14% of 190,000 active | AID 759, 2007;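 active = GTP binding activity at least 20% away from the 100% baseline, either lowered as inhibitor or raised as activator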;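 note: 0% = unlabeled GTP competition control and 100% = no-compound control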
ABCB1 inh = ABCB1 efflux pump inhibitors, primary screen, cell-based, multiplex, flow cytometry, ABCG2 counter-screen; ATP-dependent translocase ABCB1 (Homo sapiens), P08183; CCRF-Adr cells, JC-1 efflux; inhibition, % at 6.6 µM; 0.067% of 190,000 active; in the data active = inhibition above about 40%;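 note: 0% = vehicle and 100% = reference inhibitor; higher value means more JC-1 retained so stronger ABCB1 efflux block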
ABCG2 inh = ABCG2 efflux pump inhibitors, primary screen, multiplex with ABCB1, IgMXP3 cells, flow cytometry. JC-1 efflux. 0.1% of 190,000 active. Broad substrate specificity ATP-binding cassette transporter ABCG2 (Homo sapiens), Q9UNQ0. AID 1325, 2008. inhibition, % at 6.6 µM;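 active = inhibition above 80%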;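 note: 0% = DMSO and 100% = nicardipine control wells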
Target sequence (Q9UNQ0 whole entry, looked up): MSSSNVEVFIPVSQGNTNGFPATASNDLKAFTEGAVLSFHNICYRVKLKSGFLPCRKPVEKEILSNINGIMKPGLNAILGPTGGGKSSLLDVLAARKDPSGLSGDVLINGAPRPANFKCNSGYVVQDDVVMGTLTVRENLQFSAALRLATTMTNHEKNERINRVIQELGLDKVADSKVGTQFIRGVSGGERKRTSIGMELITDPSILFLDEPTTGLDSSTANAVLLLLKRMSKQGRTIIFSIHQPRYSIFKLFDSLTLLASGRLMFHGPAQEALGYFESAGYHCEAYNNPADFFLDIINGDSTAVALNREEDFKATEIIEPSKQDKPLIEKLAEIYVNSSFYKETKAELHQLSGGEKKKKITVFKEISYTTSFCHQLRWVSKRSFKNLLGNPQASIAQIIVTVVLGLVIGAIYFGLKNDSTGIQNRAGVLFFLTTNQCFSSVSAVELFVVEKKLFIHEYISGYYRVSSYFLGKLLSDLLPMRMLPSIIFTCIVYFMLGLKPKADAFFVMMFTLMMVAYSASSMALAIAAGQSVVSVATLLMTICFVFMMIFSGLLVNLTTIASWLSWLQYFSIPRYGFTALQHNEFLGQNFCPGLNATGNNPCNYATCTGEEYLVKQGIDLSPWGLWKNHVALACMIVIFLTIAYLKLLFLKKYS
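Test system: IgMXP3 (ABCG2) plus far-red-tagged CCRF-Adr (ABCB1) cells / Amount: 3 million cells/mL in well / Reagent: JC-1 transporter substrate / Timing: 10 min compound exposure, 25 °C / Signal: flow cytometry, 530 nm JC-1 signal / Read-out: percent efflux inhibition, scaled nicardipine 100% to DMSO 0% / Benchmarks: nicardipine as high control, DMSO as low control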
Starred values were filed as active, the others as inactive; . = no result given.

Under each structure: Rab2A wt mod	Rac1 wt GTP bind	GSH bead fluor	Avidin fluor	Cdc42 wt GTP	Rab7 wt modul	Rac1 mut GTP	Pf gamet viab	HRas wt GTP bind	ABCB1 inh	ABCG2 inh
- COc1ccccc1CNC(=O)c1cn(C)c2ccc(S(=O)(=O)N3CCCCC3)cc2c1=O
 : 93.0	97.0	8	10	93.0	93.0	93.0	16.4	93.0	0.9	1.2
- Nc1ccc(SC(F)(F)F)cc1C(=O)c1ccccc1
 : 97.0	100.0	7	8	98.0	99.0	95.0	.	100.0	0.1	0.3
- N#CCC(=O)N/N=C/c1cccc(Oc2ccccc2)c1
 : 96.0	95.0	9	7	92.0	100.0	92.0	20.7	95.0	-0.6	5.1
- CCOc1cc(/C=N/NC(=O)CN2CCOCC2)ccc1OCc1ccccc1
 : 99.0	104.0	14	13	101.0	102.0	100.0	-10.3	102.0	0.6	10.8
- CCCCCn1c(=O)[nH]c2cc(C(=O)NCc3ccco3)ccc2c1=O
 : 97.0	95.0	30	13	98.0	98.0	95.0	.	96.0	0.3	10.8
- O=C(NCCN1CCOCC1)c1cc2cc([N+](=O)[O-])ccc2s1
 : 97.0	98.0	20	10	98.0	101.0	96.0	2.8	98.0	1.6	21.6
- CCOC(=O)N1CCN(S(=O)(=O)c2ccc(OCC(=O)OC)cc2)CC1
 : 98.0	97.0	43	17	100.0	102.0	92.0	.	100.0	0.6	1.2
- Cn1c(=O)c2c(nc(CN3CCN(c4ccc(F)cc4)CC3)n2Cc2ccccc2F)n(C)c1=O
 : 100.0	110.0	25	41	106.0	100.0	99.0	2.9	102.0	7.1	15.5
- Cc1ccnc2nc(C(=O)Nc3ccc4c(c3)OCO4)nn12
 : 97.0	98.0	5	12	101.0	95.0	98.0	.	99.0	0.1	1.4
- O=C(Nc1c(F)cc(F)cc1Br)C1CCCO1 (stereo not given)
 : 100.0	103.0	29	3	99.0	99.0	100.0	.	100.0	0.0	-0.2
- O=S(=O)(NCCc1ccccc1)c1ccccc1
 : 98.0	102.0	17	12	97.0	97.0	99.0	20.0	101.0	1.4	2.5
- c1c(C2CCCCC2)n[nH]c1CN1CCCCC1
 : 99.0	102.0	22	40	97.0	100.0	98.0	.	97.0	-0.3	0.1
- CCC(=O)N1c2ccccc2NC2=C(C(=O)CCC2)C1c1cccnc1 (stereo not given)
 : 101.0	112.0	19	36	107.0	101.0	102.0	.	102.0	2.5	16.4
- COCCNC(=O)CCc1c(C)nc2nc(-c3cc(OC)cc(OC)c3)nn2c1C
 : 95.0	93.0	10	9	94.0	95.0	93.0	-33.2	94.0	0.1	1.8
- COc1ccccc1NS(=O)(=O)c1ccc(Cl)c(NC(=S)NC(=O)C2CCCC2)c1
 : 99.0	106.0	7	12	98.0	102.0	100.0	.	102.0	-0.1	-2.5
- Cc1ccc(CN2CCN(/N=C/c3ccco3)CC2)c(C)c1
 : 99.0	105.0	17	21	103.0	95.0	98.0	.	102.0	0.1	0.4
- COC(=O)C1=C(C)N=C2SC(C)C(=O)N2C1c1cccs1 (stereo not given)
 : 100.0	104.0	6	8	101.0	98.0	100.0	0.0	101.0	-0.2	-0.5
- O=C(NCCc1c[nH]c2ccccc12)c1ccc(-n2cnnn2)cc1
 : 106.0	104.0	26	67*	105.0	98.0	101.0	-23.5	104.0	-0.1	10.1
- Cc1c(Br)c([N+](=O)[O-])nn1CCCC(=O)Nc1sc2c(c1C#N)CCC2
 : 95.0	97.0	9	10	97.0	100.0	97.0	-9.0	97.0	0.6	57.4
- COC(=O)Nc1sc2nc(C)cc(C)c2c1-n1cccc1
 : 98.0	100.0	38	9	97.0	98.0	98.0	26.6	99.0	0.3	1.3
- OCCC1CN(Cc2ccccc2-c2ccco2)CCN1Cc1ccsc1 (stereo not given)
 : 97.0	94.0	17	6	92.0	99.0	95.0	7.3	95.0	2.3	3.6
- Cc1cc(SCC(=O)c2cc(C)n(C)c2C)nc2ccccc12
 : 100.0	102.0	10	8	98.0	100.0	98.0	-21.1	99.0	1.0	23.8
- C/C(=N/NC(=O)CNC(=O)C1COc2ccccc2O1)c1cccc(O)c1 (stereo not given)
 : 98.0	99.0	8	26	94.0	95.0	94.0	9.8	96.0	1.4	9.2
- CC(=O)Nc1ccc(NC(=O)C(C)OC(=O)CN(C)S(=O)(=O)c2ccc(Cl)cc2)cc1 (stereo not given)
 : 104.0	101.0	11	25	103.0	105.0	97.0	.	103.0	0.5	2.3
- CC(Oc1ccc(Cl)cc1Cl)C(=O)N/N=C1\CCCc2ccccc21 (stereo not given)
 : 100.0	99.0	35	8	99.0	101.0	97.0	.	100.0	1.0	2.5
- O=C(c1cc2ncc(Br)cn2n1)N1CCN(C(=O)c2ccco2)CC1
 : 98.0	103.0	39	13	99.0	99.0	98.0	.	103.0	-1.3	2.0
- O=C(NNC(=S)NC(=O)c1ccccc1[N+](=O)[O-])c1ccccc1O
 : 98.0	100.0	15	11	96.0	99.0	94.0	4.5	97.0	0.6	1.8
- COc1ccc(C2Nc3ccccc3C(=O)N2C2CCCCC2)cc1 (stereo not given)
 : 97.0	94.0	11	38	94.0	100.0	94.0	12.8	95.0	0.6	3.5
- Cc1ccc2[nH]c(=O)c(CN(CC3COCCO3)C(=O)Nc3ccccc3F)cc2c1 (stereo not given)
 : 99.0	99.0	13	12	96.0	98.0	98.0	-27.9	96.0	3.0	13.3
- O=C(CN1C(=O)COc2ccccc21)N1CCCc2ccccc21
 : 95.0	93.0	16	21	96.0	94.0	94.0	.	94.0	-0.1	-1.3
- Cc1ccc(S(C)(=O)=O)cc1S(=O)(=O)Nc1cccc(Cl)c1
 : 96.0	101.0	4	14	99.0	95.0	99.0	-11.8	98.0	-0.1	6.5
- CCOP(=O)(OCC)C(Nc1ccc(C)cc1)c1ccco1 (stereo not given)
 : 99.0	107.0	19	11	100.0	97.0	95.0	.	100.0	0.5	5.7
- CN(CCC1CCOCC1)C(=O)CC1C(=O)NCCN1CC1CCCCC1 (stereo not given)
 : 95.0	96.0	8	9	98.0	95.0	95.0	8.6	96.0	0.6	0.5
- CCOC(=O)C1CN(S(=O)(=O)c2ccccc2)CCN1S(=O)(=O)c1ccccc1 (stereo not given)
 : 95.0	95.0	19	7	96.0	96.0	96.0	.	98.0	2.9	7.1
- COC(=O)c1c(C)nn(-c2ccccc2)c1N
 : 102.0	106.0	15	5	101.0	103.0	98.0	.	101.0	-0.3	-0.7
- CCOC(=O)c1c(C)c(/C=N/Nc2ccccc2)n(C)c1C
 : 96.0	98.0	17	10	95.0	93.0	95.0	.	97.0	1.3	24.1
- CC(C)CC(NC(=O)c1cccs1)c1nnc(SCc2ccc(Cl)c(Cl)c2)n1C (stereo not given)
 : 99.0	101.0	11	11	98.0	101.0	98.0	-11.7	100.0	2.5	16.4
- O=C(COc1ccc2ccccc2c1)NCCn1ccc2ccccc21
 : 98.0	105.0	28	7	101.0	100.0	99.0	.	99.0	0.3	4.0
- Cc1nccn1S(=O)(=O)c1ccc(Br)cc1Br
 : 102.0	104.0	10	92*	103.0	102.0	99.0	.	102.0	0.8	1.9
- CC1=C(C(=O)OCC2CCCO2)C(c2ccc(C)o2)C2=C(CC(c3ccc(F)cc3)CC2=O)N1 (stereo not given)
 : 92.0	92.0	37	11	94.0	91.0	92.0	.	93.0	2.8	24.3
- Oc1ccc2ccccc2c1C1Nc2cccc3cccc(c23)N1
 : 99.0	103.0	12	4	97.0	101.0	100.0	.	100.0	0.2	0.5
- COc1ccc(-c2[nH]nc3c2C(c2ccncc2)C(C#N)=C(N)O3)cc1 (stereo not given)
 : 91.0	90.0	23	11	90.0	89.0	89.0	.	92.0	0.1	0.2

Quoted at random: 2 records from the list.
Under each structure: Rab2A wt mod	Rac1 wt GTP bind	GSH bead fluor	Avidin fluor	Cdc42 wt GTP	Rab7 wt modul	Rac1 mut GTP	Pf gamet viab	HRas wt GTP bind	ABCB1 inh	ABCG2 inh
- Cc1ccc(S(C)(=O)=O)cc1S(=O)(=O)Nc1cccc(Cl)c1
 : 96.0	101.0	4	14	99.0	95.0	99.0	-11.8	98.0	-0.1	6.5
- CN(CCC1CCOCC1)C(=O)CC1C(=O)NCCN1CC1CCCCC1 (stereo not given)
 : 95.0	96.0	8	9	98.0	95.0	95.0	8.6	96.0	0.6	0.5

Bioassay records from PubChem.
